Assay outcomes as filed in PubChem BioAssay.
hIAP act = human IAP activators, primary screen, biochemical, luminescence, uHTS; purified human IAP, CDP-Star luminescence, 30 min; hits give high values; 1 = vehicle-only enzyme, 0 = enzyme-free background; activation factor at 10 µM; Intestinal-type alkaline phosphatase (Homo sapiens), P09923; 330,000 compounds, 0.16% hits;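 active = activation factor of the enzyme at least 2-fold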; also: the source names both 10 and 20 µM as test concentration; values of inactives mirror those of a sister screen read the other way
Target sequence (P09923 whole entry, looked up): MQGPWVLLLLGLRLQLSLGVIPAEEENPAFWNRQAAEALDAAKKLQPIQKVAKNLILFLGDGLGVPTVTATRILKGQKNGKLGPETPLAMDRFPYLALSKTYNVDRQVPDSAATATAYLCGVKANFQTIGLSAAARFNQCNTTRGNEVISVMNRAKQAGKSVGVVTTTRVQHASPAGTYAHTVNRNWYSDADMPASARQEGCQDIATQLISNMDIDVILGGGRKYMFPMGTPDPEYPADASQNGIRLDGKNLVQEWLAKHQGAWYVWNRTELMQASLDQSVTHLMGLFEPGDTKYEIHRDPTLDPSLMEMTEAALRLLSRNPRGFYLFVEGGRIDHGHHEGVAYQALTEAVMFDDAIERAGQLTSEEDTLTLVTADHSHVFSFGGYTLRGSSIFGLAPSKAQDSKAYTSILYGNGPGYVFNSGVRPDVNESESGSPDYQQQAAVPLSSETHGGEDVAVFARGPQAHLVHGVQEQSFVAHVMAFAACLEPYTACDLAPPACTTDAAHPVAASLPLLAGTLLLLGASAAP
MPTP inh = mitochondrial permeability transition pore inhibitors, primary screen, biochemical, isolated mouse mitochondria, absorbance; 360,000 compounds, 1.4% hits; inhibition, % at 10 µM; Ca2+ swelling absorbance, 30 min;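 active = inhibition of 50% or more, scaled per plate between neutral and stimulator controls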;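 also: 0% = DMSO wells given calcium and 100% = 1 mM EGTA wells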
SENP8 inh = human SENP8 protease inhibitors, primary screen, biochemical, fluorescence, Nedd8 protein substrate, uHTS | Sentrin-specific protease 8 (Homo sapiens), Q96LD8 | recombinant SENP8 | inhibition, % at 20 µM | 360,000 compounds, 0.64% hits | AID 602440, 2012; in the data active = inhibition mostly above about 40%, no sharp cut-off; inactive = mostly below about 27%
Target sequence (Q96LD8 whole entry, looked up): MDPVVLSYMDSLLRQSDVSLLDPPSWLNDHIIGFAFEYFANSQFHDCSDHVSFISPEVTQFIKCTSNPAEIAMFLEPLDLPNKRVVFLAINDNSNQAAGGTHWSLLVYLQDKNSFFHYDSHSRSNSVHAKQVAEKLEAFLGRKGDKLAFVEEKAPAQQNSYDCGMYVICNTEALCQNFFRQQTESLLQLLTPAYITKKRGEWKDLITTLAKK
ATG4B inh = ATG4B protease inhibitors, primary screen, biochemical, fluorescence, uHTS. 340,000 compounds, 0.51% hits. AID 504462, 2011. ATG4B cleavage of LC3-PLA2, NBD-HPC fluorescence, 1 h. inhibition, % at 8.33 µM. Cysteine protease ATG4B (Homo sapiens), Q9Y4P1; in the data active = inhibition above about 40%
PfGluPho inh = PfG6PD enzyme inhibitors, primary screen, biochemical, fluorescence intensity, uHTS; PfGluPho enzyme, NADPH resazurin-diaphorase fluorescence; 350,000 compounds, 0.78% hits; inhibition, % at 20 µM;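 active = inhibition reaching at least a set limit at 20 µM in the primary screen, cut at about 59% in these data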;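 also: 0% = DMSO wells with substrate and 100% = DMSO wells lacking glucose-6-phosphate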
SENP6 block = SENP6 protease inhibitors, primary screen, biochemical, luminescence, uHTS; Sentrin-specific protease 6 (Homo sapiens), Q9GZR1; Recombinant SENP6 catalytic domain, aminoluciferin luminescence; inhibition, % at 10 µM; 330,000 compounds, 1.8% hits; AID 2599, 2010;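 active = inhibition above about 50% at the single tested dose, limit read from the data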;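 also: plate controls were DMSO wells with enzyme for no effect and DMSO wells lacking enzyme for full effect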
GRIN3A LBD mod = binders of NR3A ligand-binding domain, primary screen, biophysical, differential scanning fluorimetry, uHTS | Glutamate receptor ionotropic, NMDA 3A (GRIN3A) ligand-binding domain | NR3A LBD differential scanning fluorimetry, Tm shift; 0% = protein alone, 100% = glycine-bound protein | Tm shift relative to glycine control, % at 25 µM | 340,000 compounds, 2.5% hits | AID 1259313, 2017;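 active = melting temperature shift of at least 10% of the positive control shift, at one fixed dose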
SENP1 inh = human SENP1 catalytic domain inhibitors, primary screen, biochemical, FRET, uHTS. recombinant SENP1 catalytic domain, CyPet-SUMO1-YPet FRET cleavage. inhibition, % at 10 µM. AID 624204, 2012. Sentrin-specific protease 1 (Homo sapiens), Q9P0U3. 360,000 compounds, 0.21% hits;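 active = inhibition at least 30% at 10 µM, raw YFP signal under a set limit, fluorescence ratio 0.5 to 1.5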;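 also: 0% = enzyme with DMSO and 100% = no enzyme wells; some results filed as inactive read as strong as hits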
Target sequence (Q9P0U3 419-644 limits assumed): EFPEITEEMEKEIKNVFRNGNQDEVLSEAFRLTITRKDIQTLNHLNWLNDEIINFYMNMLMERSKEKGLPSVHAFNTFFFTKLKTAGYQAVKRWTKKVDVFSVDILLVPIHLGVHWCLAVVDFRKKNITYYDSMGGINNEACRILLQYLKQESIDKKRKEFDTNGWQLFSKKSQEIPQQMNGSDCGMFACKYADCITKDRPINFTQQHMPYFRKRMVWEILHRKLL
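Test system: hSENP1 catalytic domain, recombinant; Amount: 20 pM final SENP1 enzyme; Medium: Tris pH 8 buffer plus EDTA, NaCl, BME, BSA, NP40, catalase; Schedule: 50 min enzyme reaction, room temperature, light-protected; Technique: FRET fluorescence in CFP and YFP emission channels; Controls: no-enzyme wells low, DMSO-plus-enzyme wells high control.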
Active calls of the source: *; nt = no result given.

SMILES	hIAP act	MPTP inh	SENP8 inh	ATG4B inh	PfGluPho inh	SENP6 block	GRIN3A LBD mod	SENP1 inh
CCN(CC(=O)NCC1CCCO1)S(=O)(=O)c1ccc2ccccc2c1 (stereo not given)	1.11	-1.4	8.2	-4.0	-11.9	6.7	-0.2	0.0
COc1cc(C2Nc3ccccc3NC3=C2C(=O)CC(C)(C)C3)cc(OC)c1OC(C)=O (stereo not given)	0.906	-0.5	11.9	1.7	-6.0	15.2	-0.8	1.9
CCOC(=O)COc1c(/C=N\O)cc(Cl)cc1OC	1.04	3.0	4.4	-11.7	2.3	-1.6	-2.5	1.0
Cc1nc(NC(=O)CSc2cc(C)c3ccccc3n2)c(Cl)cc1Cl	0.806	0.5	-4.4	40.7*	27.2	3.4	-1.4	-3.2
O=C(O)CSc1nnc2c(n1)[nH]c1ccccc12	0.947	-1.6	18.1	-6.0	15.9	4.0	-2.1	0.5
Cc1cc(C)c(NC(=O)c2ccc(CN3CCc4ccccc4C3)cc2)c(C)c1	0.932	2.3	45.0*	0.9	20.9	11.5	-1.2	-2.0
CCc1cc2c(=O)c(-c3cnn(-c4ccccc4)c3)c(C)oc2cc1OCC(=O)Nc1cccc(C)c1	0.751	2.7	13.4	15.9	-0.8	-4.5	-17.9	-1.7
O=C(COC(=O)c1cc(Cl)nc(Cl)c1)Nc1ccc(Cl)c(S(=O)(=O)N2CCOCC2)c1	0.992	-0.2	-78.8	2.6	-17.7	6.7	-5.7	-1.0
O=C(CN1CCCCC1)Nc1ccc(N2CCCCCC2)cc1	1.03	-1.3	14.1	2.0	14.4	-15.5	-1.9	1.6
O=C(CN1C(=O)NC2(CCCCCC2)C1=O)Nc1ccc(Br)cc1Br	1.01	0.5	15.6	-6.0	1.5	-11.5	-3.0	2.1
O=c1[nH]ccc2c([N+](=O)[O-])cccc12	0.936	-0.7	6.2	-4.7	5.0	10.8	-1.7	0.5
CCOC(=O)N1CCN(C(=O)CSCC(=O)N=c2sc3ccccc3n2C)CC1	1.11	-3.3	6.6	-1.5	-1.0	-1.6	0.0	1.9
O=C(/C=N/O)Nc1ccc(F)cc1	1.02	-0.6	17.4	-0.1	-24.4	-12.3	0.6	-3.6
COc1ccc(NC(=O)CN2CCC(C)CC2)c([N+](=O)[O-])c1	0.89	-0.8	22.7	-14.3	5.0	-9.2	1.9	0.0
CCn1c(=O)c(-[n+]2ccccc2)c(O)c2ccccc21	0.918	-3.1	-41.5	-3.7	38.0	-0.8	3.2	0.1
COc1ccc(Cl)cc1S(=O)(=O)N1CCN=C1C	0.864	-3.2	28.4	14.2	-4.2	-12.5	6.7	-1.8
CC(C)(C)[C@@H]1C=C(C(=O)N2CCN(Cc3ccccc3)CC2)O[C@H](OCCCCO)C1	0.908	0.7	13.8	3.5	-9.1	-24.7	0.8	-0.7
CS(=O)(=O)N(CC(=O)Nc1ccc2c(c1)OCCO2)Cc1ccc(Cl)cc1	0.755	0.4	2.4	-3.8	-0.8	-15.2	-0.9	0.1
Cc1ccc(NC(=O)Cc2ccsc2)cc1Cl	1.16	-0.4	19.2	3.2	10.1	-22.2	-1.3	0.5
Cc1n(Cc2ccccc2)c2ccccc2[n+]1Cc1ccccc1	0.979	4.8	11.1	2.5	-5.1	23.3	2.2	0.6
COc1ccc(N2CC(NC(=O)c3cccc4ccccc34)CC2=O)cc1OC (stereo not given)	1.04	-1.6	4.8	-9.3	10.7	-6.8	1.2	-0.4
O=C(C[n+]1ccccc1)Nc1ccccc1	0.987	-0.5	5.7	2.1	-8.4	-14.1	1.9	1.6
Cc1c(C(=S)Nc2ccccc2)cnn1-c1ccc([N+](=O)[O-])cc1	1.13	9.8	40.5*	-14.2	12.0	-30.4	-8.3	1.9
O=C(N[C@@H](Cc1ccccc1)C(=O)NCc1ccc(F)cc1)C1CCNCC1	0.891	-0.1	1.4	4.1	-13.3	3.6	1.6	1.2
CC1CCCCN1C(=O)c1cnn2c(C(F)(F)F)cc(-c3ccco3)nc12 (stereo not given)	0.833	-0.6	-303.7	-5.2	-7.2	-8.8	-1.0	-39.6

Single records (already shown). Screens in order: hIAP act, MPTP inh, SENP8 inh, ATG4B inh, PfGluPho inh, SENP6 block, GRIN3A LBD mod, SENP1 inh
`COc1cc(C2Nc3ccccc3NC3=C2C(=O)CC(C)(C)C3)cc(OC)c1OC(C)=O` (stereo not given) across the screens: 0.906, -0.5, 11.9, 1.7, -6.0, 15.2, -0.8, 1.9
`COc1ccc(Cl)cc1S(=O)(=O)N1CCN=C1C` across the screens: 0.864, -3.2, 28.4, 14.2, -4.2, -12.5, 6.7, -1.8

Returning to the listing; the three compounds before the break are reprinted first.
SMILES	hIAP act	MPTP inh	SENP8 inh	ATG4B inh	PfGluPho inh	SENP6 block	GRIN3A LBD mod	SENP1 inh
Cc1c(C(=S)Nc2ccccc2)cnn1-c1ccc([N+](=O)[O-])cc1	1.13	9.8	40.5*	-14.2	12.0	-30.4	-8.3	1.9
O=C(N[C@@H](Cc1ccccc1)C(=O)NCc1ccc(F)cc1)C1CCNCC1	0.891	-0.1	1.4	4.1	-13.3	3.6	1.6	1.2
CC1CCCCN1C(=O)c1cnn2c(C(F)(F)F)cc(-c3ccco3)nc12 (stereo not given)	0.833	-0.6	-303.7	-5.2	-7.2	-8.8	-1.0	-39.6
CC1CCC(NC(=O)C2CCC(CNS(=O)(=O)c3ccccc3)CC2)CC1 (stereo not given)	0.997	0.4	15.1	-7.9	-13.5	0.8	1.8	-3.1
O=S(=O)(Nc1nccs1)c1ccc(Nc2nnc(-c3ccccc3)c3ccccc23)cc1	1.11	-1.1	-215.9	14.7	-10.4	-0.2	-4.3	-2.6
Cc1ccc(S(=O)(=O)NCC(=O)N/N=C/c2ccc(Cl)cc2)cc1	0.726	3.2	5.8	-11.5	13.9	-13.5	-0.7	-19.9
CSC1=C(C#N)C(C)CC(=O)N1 (stereo not given)	0.947	-0.6	12.9	-4.6	-4.0	1.6	0.2	2.9
COc1cccc(OCc2cc(C(=O)N(C)C3CC(C)(C)NC(C)(C)C3)no2)c1	1.32	-1.4	5.8	-7.5	-5.7	-15.4	2.2	-3.4
CCN(CC)C(=O)C1=C(C)N(CCCN2CCCC2=O)C(=O)C(CC(=O)NCc2cccc3ccccc23)C1 (stereo not given)	nt	-1.6	-12.6	nt	-19.4	nt	nt	0.1
COC(=O)CSc1nnc(NC(=O)CCc2ccccc2)s1	1.05	2.1	12.3	-6.1	3.9	-7.6	1.3	2.6
CCOc1ccccc1NC(=O)COC(=O)CNS(=O)(=O)c1ccc(C)cc1	0.96	-1.2	4.4	-6.1	-6.4	-17.5	0.5	2.2
CC(=O)Oc1ccc(N2C(=O)C3C4C=CC(C5CC45)C3C2=O)cc1[N+](=O)[O-] (stereo not given)	1.02	0.1	15.3	-1.4	-3.3	1.0	-5.7	2.3
Cc1cc(CNC[C@H]2O[C@@H](n3cnc(C(N)=O)n3)[C@H](O)[C@@H]2O)c(C)n1-c1cccnc1	nt	0.0	-3.0	-0.4	-8.3	nt	1.2	-12.8
CC1(C)CC(=O)C2=C(C1)OC(/N=C/N1CCCC1)=C(C#N)C2c1ccccc1 (stereo not given)	0.966	1.7	15.5	-6.5	-1.7	-5.5	-1.3	1.6
COc1ccc(-n2c(SCC(=O)Nc3cc(C(=O)O)ccc3C)nc3ccccc3c2=O)cc1Cl	0.902	2.7	11.9	18.3	-20.8	-19.6	0.3	1.6
COc1ccc(/C=C/C(=O)c2ccc3c(c2)OCCO3)cc1[N+](=O)[O-]	0.972	-0.8	14.0	-5.0	5.5	46.4	-4.5	2.2
CC(=O)N=C1C=CC(=CN(O)C(C)(C)Cc2ccccc2)C=C1	1.03	0.4	14.5	-0.8	-15.2	-9.8	2.0	-1.6
COC(=O)C1=C(C)N(C2CCCCC2)C(=O)/C1=C\c1cccs1	0.769	2.2	24.0	-1.8	-8.8	-3.2	-0.4	4.3
CCC(C)NC(=O)c1ccc(CNS(=O)(=O)c2ccc3c(c2)C(C)(C)C(=O)N3C)cc1 (stereo not given)	0.978	-0.4	10.1	-11.4	-0.4	-2.2	1.8	-0.5
Cc1cccc(SC2CCN(Cc3nc(CC4CC4)no3)CC2)c1	0.991	1.1	11.2	-2.8	8.8	-15.5	0.9	-2.9
Cc1ccn(C(CC(=O)c2ccc(Br)cc2)C(=O)O)n1 (stereo not given)	1.02	-3.4	15.9	5.6	-12.7	2.7	-2.9	0.7
Cc1ccc(/C(O)=C2/C(=O)C(=O)N(CC(=O)O)C2c2ccc([N+](=O)[O-])cc2)cc1 (stereo not given)	1.16	-0.5	14.5	4.1	12.1	-23.0	1.7	-8.1
CN1CCO/C1=C(\C(Cl)=C(Cl)Cl)[N+](=O)[O-]	1.17	-0.1	6.5	-2.6	-1.1	5.1	-3.3	0.3
Cn1ncc2c(Nc3ccc(Br)cc3)nc(Nc3ccc(Br)cc3)nc21	0.989	0.5	-224.2	5.3	31.6	-3.5	nt	-13.6
Cc1noc(C)c1COc1cccc(C(=O)NCCc2c[nH]c3ccccc23)c1	1.1	0.5	-1.4	-0.6	-6.1	-20.7	-7.5	2.3
Cc1ccc2c(c1)cc1c(=O)[nH]ncn12	0.914	-1.4	-127.6	6.5	0.7	-52.8	0.7	-1.3
O=C(CC(=O)N/N=C\c1c(Cl)cccc1Cl)NCc1ccccc1	1.09	0.1	17.4	-15.1	0.2	-7.2	-2.0	0.7
CC(C)(C)OC(=O)C[C@@H]1C/C=C\C[C@@H](CC(=O)N(CCO)Cc2ccccc2)C(=O)N[C@H](Cc2ccccc2)COC1=O	1.12	0.7	-9.9	-12.1	14.2	1.8	-0.5	0.1

Carrying on.
SMILES	hIAP act	MPTP inh	SENP8 inh	ATG4B inh	PfGluPho inh	SENP6 block	GRIN3A LBD mod	SENP1 inh
CCCCN(C(=O)CCCc1nc2ccccc2s1)c1c(N)n(CCCC)c(=O)[nH]c1=O	1.23	2.5	-3.5	-0.8	5.9	-0.4	0.2	0.7
N#Cc1c(NC(=O)CSc2nnc(-c3ccccc3O)n2-c2ccccc2)sc2c1CCCC2	0.794	1.6	4.9	-9.9	-22.2	-21.5	-24.1	1.0
Cc1cc(C(=O)NCCN2CCOCC2)c2ccccc2n1	0.973	0.5	-1.9	5.5	-3.6	-1.9	-1.6	0.7
c1ccc2c(c1)OCC(c1csc3ncnc(N4CCCC4)c13)O2 (stereo not given)	1.03	11.8	16.7	5.0	-32.0	-14.7	-4.3	3.7
COc1cc2c(cc1NC(=O)Nc1ccccc1)oc1ccccc12	1.04	3.3	-136.6	19.7	10.7	-21.0	15.7*	1.8
Cc1nn(Cc2ccc(Cl)cc2)c(=O)n1N(C)c1ncc(C(F)(F)F)cc1Cl	0.918	-1.3	-32.7	6.3	7.4	9.7	1.3	-117.3
O=C(NCC1CCCN(C(=O)NCc2ccccc2)C1)c1ccc2c(c1)OCO2 (stereo not given)	0.904	-4.6	8.0	2.8	2.2	2.4	-1.9	-0.1
Cc1c(-n2c(=S)[nH]c3ccccc3c2=O)c(=O)n(-c2ccccc2)n1C	1.05	-1.0	7.1	0.0	-15.8	-2.5	2.6	0.7
O=C(NCc1ccccn1)c1cccc([N+](=O)[O-])c1	0.941	-3.3	12.5	6.4	4.1	-16.7	0.4	0.8
COc1cc(OC)cc(C(=O)NNC(=O)c2ccc(S(=O)(=O)N(C)c3ccccc3OC)cc2)c1	1.31	0.6	15.9	-9.9	-14.4	2.6	-0.4	2.0
